# High-throughput results deposited in PubChem by several laboratories.
# Yfh1-off respiration = enhancers of respiration in Yfh1-depleted yeast, dose response, Friedreich's ataxia, plus single-dose screen (AID 1465); fold induction at 50 µM; hits with a dose series show EC50 in µM; actives 0.074% (n = 220,000); S. cerevisiae Yfh1-off respiration, WST-1 reduction, 72 h; higher fold induction means a stronger effect;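 active = fold induction of absorbance versus untreated yeast above a set limit, then at least 30% activation at any dose in follow-up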;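 also: activators that raise dye reduction in frataxin-depleted yeast; strong numbers were not always called active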
# Dynein transport = inhibitors of GR-EGFP nuclear translocation, primary screen, dynein cargo transport inhibitor project, imaging, high-content, 3617.4 mouse cells; AID 1381, 2008; test concentration mostly 20 µM; stimulated with dexamethasone, 1 µM; active compounds read low; z-score, hits read low; actives 0.47% (n = 220,000);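 active = plate z-score of nuclear minus cytoplasmic receptor signal below a set negative limit, without overly bright fluorescence or cell loss, cut at about -3.5 in these data, passing the limit was not always enough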;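 also: z-score of nuclear minus cytoplasmic ring GR-EGFP intensity difference per well; some compounds called inactive have numbers as strong as hits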
#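 medium = tetracycline-free induction medium containing charcoal-stripped FBS | also added = 1.0 µM final dexamethasone stimulus | schedule = 48 h induction, 1 h compound, 30 min dex at 37 °C | technique = fixed, Hoechst-stained cells imaged at 10x for EGFP | measure = GR-EGFP nuclear translocation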
# NOD1 inhibition = NOD1 signaling inhibitors, primary screen, cell-based, luminescence, uHTS (AID 1578). NOD1-driven NF-kB luciferase reporter cells, luminescence; higher % means a stronger effect. one-dose inhibition, % at 4 µM; EC50 in µM for titrated hits. actives 1% (n = 290,000); in the data active = inhibition mostly above about 36%, no sharp cut-off; inactive = mostly below about 34%;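 also: HEK-293T reporter cells stimulated with the NOD1 agonist gamma-tri-DAP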
# HEK293 NOD2/NF-kB = NOD2 signaling inhibitors, cell-based, luminescence, uHTS, HEK293 (AID 1566); HEK293 NOD2/NF-kB luciferase reporter, luminescence; higher % means a stronger effect; inhibition, % at 4 µM; hits with a dose series show EC50 in µM; actives 0.63% (n = 290,000); in the data active = inhibition above about 50%; also: many of its hits are not listed in these tables
# b-catenin transl = modulators of beta-catenin nuclear translocation, primary screen, imaging, HeLa cells, immunofluorescence, high-content | nuclear translocation activity, % at 5 µM | actives 0.3% (n = 190,000) | AID 1665, 2009;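 active = nuclear translocation activity above 50% at 5 µM, with a well cell count of 50 or more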;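 also: per-cell ratio of nuclear to cytoplasmic median beta-catenin stain intensity; plate controls were DMSO negative control for no effect and GSK-3 inhibitor IX positive control for full effect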
#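 Test system: HeLa cells, endogenous beta-catenin; Compound: single 5 µM dose plus 0.02–20 µM confirmation series; Times: compound exposure 24 h at 37°C; Signal: fluorescence imaging of beta-catenin antibody stain plus DAPI; Read-out: % activation, nuclear-to-cytoplasmic median beta-catenin signal ratio per cell.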
# M17LAP inhibition = P. falciparum M17LAP inhibitors, primary screen, biochemical, fluorogenic H-Leu-NHMec substrate, 1536-well (AID 1619). Leucine aminopeptidase (Plasmodium falciparum (isolate 3D7)). recombinant M17LAP, H-Leu-NHMec fluorogenic kinetic assay; higher % means a stronger effect. one-dose inhibition, % at 30 µM; IC50 in µM for titrated hits. actives 0.38% (n = 220,000);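 active = compound inhibiting the enzyme by more than half at any dose during confirmatory dose-response retesting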;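 also: plate controls were full reaction with DMSO carrier for no effect and no enzyme background for full effect; strong numbers were not always called active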
# MT stabilizer = microtubule stabilizers in HeLa cells, primary screen, imaging, high-content imaging. AID 2205, 2009. actives 0.83% (n = 200,000). % tubulin-high responders, % at 10 µM. HeLa tubulin immunostaining HCS, 24 h; share of cells brighter than vehicle mean+2SD;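 active = plate Z-score above 3 for both tubulin-high and condensed-nucleus cell shares, with cell loss under 80%, at 10 µM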;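 also: anti alpha tubulin signal scored within the nucleus-defined area of each cell; some results filed as inactive read as strong as hits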
# Ins promoter up = insulin promoter activators in MIN6 cells, imaging, high-content screening, mouse beta cells. actives 0.3% (n = 190,000). z-score at 5 µM. MIN6 insulin promoter-GFP reporter; active compounds read high;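 active = z-score above 3 at 5 µM with at least 500 cells counted in the well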
# Autophagy mod = autophagy modulators in MEF cells, primary screen, imaging, high-content, MEF GFP-LC3; calls only at 10 µM (by protocol); AID 463193, 2010; MEF GFP-LC3 puncta imaging; test concentration mostly 10 µM; actives 0.98% (n = 190,000);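 active = percentage of spot-positive cells more than 3 SD above its plate mean, without a fluorescence outlier flag or 80% toxicity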;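 also: spot-positive cell cutoff set from DMSO-treated cells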
# Dynein transport cytoplasmic EGFP = second read-out of Dynein transport, no call of its own (marks repeat the call); z-score; measured here: cytoplasmic GR-EGFP intensity; active compounds read high
# Dynein transport nuclear GR-EGFP = also measured in Dynein transport; calls as there; z-score; measured here: nuclear GR-EGFP intensity;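 lower value marks the stronger effect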
# Dynein transport cell count = further read-out of Dynein transport, marked with its call; z-score; measured here: cell count per field
# Ins promoter up cell count = recorded beside Ins promoter up, whose call it bears; cell count; measured here: cytotoxicity, nuclei count;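 total cells summed across four imaged fields per well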
# b-catenin transl cell count 5 µM = also measured in b-catenin transl; calls as there; cell count; measured here: cell count, cytotoxicity flag
# MT stabilizer Hoechst-high % = also measured in MT stabilizer; calls as there; % Hoechst-high responders; measured here: nuclear condensation Hoechst responders;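 share of cells brighter than vehicle mean plus two SD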
# MT stabilizer cytotoxicity % = also measured in MT stabilizer; calls as there; toxicity, %; measured here: cytotoxicity by cell density;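 0% = mean cell density of plate MIN control wells and 100% = no cells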
# Autophagy mod cell loss 18 h = further read-out of Autophagy mod, marked with its call; toxicity, %; measured here: cell loss, nuclei count;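 cell loss after 18 h compound exposure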
# * marks the source's active call; other numbers are inactive results; i = inactive; · = no result given; + = active, no number. An excerpt (hit frequency here may not be typical).
# The line under a structure holds: Yfh1-off respiration	Dynein transport	Dynein transport cytoplasmic EGFP	Dynein transport nuclear GR-EGFP	Dynein transport cell count	NOD1 inhibition	HEK293 NOD2/NF-kB	b-catenin transl	b-catenin transl cell count 5 µM	M17LAP inhibition	MT stabilizer	MT stabilizer Hoechst-high %	MT stabilizer cytotoxicity %	Ins promoter up	Ins promoter up cell count	Autophagy mod	Autophagy mod cell loss 18 h
1) Cc1cc(-c2cc(C(=O)NCc3ccccc3)on2)nc(NCC2CC2)n1
→ i	-0.8	-0.78	-0.32	-0.21	-7%	-2%	0.0	1144	-3%	·	·	·	-0.83	989	·	·
2) Cc1cccnc1NC(=O)c1cc2c(=O)oc3ccccc3c2s1
→ i	0.0017	-0.31	-0.44	-0.055	-14%	0%	·	·	3%	3.9	2.4	5.2	-0.02	1289	i	-6
3) CS(=O)(=O)N(CC(=O)NCc1ccccc1Cl)Cc1ccccc1
→ i	1	-0.073	0.49	-1.9	-8%	14%	1.1	487	2%	5.4	1.5	7.3	·	·	i	-4
4) CCCOCC(O)CC(Cc1ccccc1)C(=O)NN (stereo not given)
→ i	0.26	0.75	0.72	-0.1	-7%	20%	-1.4	1336	-1%	·	·	·	-0.18	1047	·	·
5) Cc1nc2ccccc2n1CC(O)COCC1CC=CCC1 (stereo not given)
→ i	4	0.093	2.2	-1.2	30%	31%	0.4	1200	5%	0.9	1.0	9.4	-5.4	644	i	7
6) COc1ccc(/C=C2\SC(=S)N(N3CCOCC3)C2=O)c(OC)c1
→ i	0.39	0.21	0.72	-0.2	9%	-4%	1.3	1286	32%	·	·	·	0.74	909	·	·
7) O=C(CSc1nc2ccccc2c(=O)n1-c1ccc(F)cc1)Nc1ccc2c(c1)CCC2
→ i	-0.034	-0.1	-0.11	-0.58	-13%	11%	3.1	960	14%	1.9	2.7	4.7	·	·	i	-4
8) O=C(c1ccc([N+](=O)[O-])cc1[N+](=O)[O-])N1CCCC1
→ i	-0.27	-0.12	0.31	-0.49	-33%	18%	0.7	1567	1%	1.3	0.5	4.8	·	·	i	-17
9) O=C(Oc1coc(CSc2nnc(NC(=O)C3CC3)s2)cc1=O)c1ccccc1
→ i	1.8	-0.15	0.7	-0.56	-17%	-42%	3.6	1029	9%	6.1	2.8	4.9	0	1268	i	8
10) Cc1ccc(C(=O)N2CCN(S(=O)(=O)N3CCOCC3)CC2)cc1
→ i	-0.71	-0.31	-0.54	0.83	-23%	0%	-0.2	943	-5%	3.7	2.9	2.8	0.41	1607	i	-21
11) COc1ccccc1N1CCN(C(=O)C(F)F)CC1
→ i	-0.36	-0.16	-0.009	0.5	-5%	0%	0.7	1089	7%	3.0	1.8	1.4	-0.05	1019	i	-17
12) CCOc1ccccc1/C=N/NC(=O)c1cccc(Cl)c1
→ i	-0.75	-0.29	-0.52	0.42	-1%	10%	-2.0	533	2%	2.1	4.2	5.6	0	1276	i	10
13) CCCc1nc(NCc2ccc3c(c2)OCO3)c2nnn(Cc3ccccc3Cl)c2n1
→ i	0.46	-0.0016	0.31	0.97	-26%	6%	-2.3	1222	-10%	5.0	3.4	5.1	-0.22	1221	+	5.0*
14) COC(=O)N1CN(C(=O)OC)CN(C(=O)OC)C1
→ i	0.37	-0.14	0.2	-0.0029	12%	20%	1.7	1073	11%	2.7	1.8	5.4	0.49	1137	i	-8
15) COc1ccc2[nH]c(=O)c(CN(CCN(C)C)C(=O)NCc3ccccc3)cc2c1
→ i	-0.31	-0.24	0.2	0.57	-11%	14%	-0.3	1112	8%	2.5	2.5	12	-0.37	1022	i	3
16) C#CCOCCOCCOCCNc1nc(N2CCN(C(=O)[C@H](CCC(=O)O)n3cc(C(N)CO)nn3)CC2)nc(N2CCN(C(=O)[C@H](Cc3ccc(O)cc3)n3cc(C(N)[C@H](C)CC)nn3)CC2)n1 (stereo not given in full)
→ i	-0.77	0.012	-0.079	0.21	-2%	-3%	-0.6	1150	-1%	2.9	1.3	10	0.63	1095	i	0
17) CCCNC1=CC(=O)CC(C)(C)C1
→ i	-0.11	-0.29	-0.4	0.27	-17%	13%	·	·	-6%	1.8	3.0	9.2	-0.47	1241	i	-8
18) COc1ccc(S(=O)(=O)CCC(=O)NCCc2ccc(C)cc2)cc1
→ i	-0.75	-0.13	-0.59	0.62	-8%	15%	-1.3	1156	-1%	2.8	2.5	7.8	0.26	803	i	-37
19) CN1c2ccsc2/C(=N/Nc2ccccc2)CS1(=O)=O
→ i	-1	-0.15	-0.023	0.59	-41%	-43%	-0.9	1012	1%	7.2	2.7	2.4	1.3	976	+	15*
20) CC(C)c1cc(C(=O)N/N=C/c2ccco2)n[nH]1
→ i	-0.27	-0.25	-0.48	0.16	-45%	-7%	0.0	487	3%	2.9	3.9	8.2	-0.16	1301	i	-18
21) CC(=O)c1ccc(NC(=O)CSc2nnc(Cn3c(=O)sc4ccccc43)n2C)cc1
→ i	0.018	-0.12	0.36	-0.46	-15%	5%	-0.9	1121	-2%	5.7	1.9	5.4	0.85	1110	i	14
22) COc1ccc(NC(=S)N(Cc2ccccn2)Cc2ccccc2Cl)cc1
→ i	-0.72	-0.26	-0.38	0.23	-6%	4%	-1.0	1145	1%	1.8	1.6	5.9	-0.05	1210	i	20
23) Cc1cccn2cc(COc3ccc(-c4ccccc4)cc3)nc12
→ i	0.49	-0.3	0.12	0.2	-29%	-63%	4.4	367	0%	1.5	1.6	9.7	·	·	i	2
24) COCC(=O)Nc1cccc(C(F)(F)F)c1
→ i	0.39	-0.22	0.34	1.4	-2%	1%	0.2	994	6%	1.6	0.3	22	1.2	1342	i	-3
25) Cc1ccc(C(=O)Oc2cccc(NC(=O)c3ccco3)c2)cc1S(=O)(=O)N1CCC(C)CC1
→ i	-0.69	-0.35	-0.35	0.57	-1%	1%	·	·	1%	1.2	1.9	4.4	-0.13	877	i	-2
26) COc1ccc(C(=O)Nc2ccccc2C(=O)N/N=C/c2ccco2)cc1
→ i	-0.35	-0.06	-0.52	0.68	-28%	-41%	·	·	9%	3.1	2.9	6.3	-0.61	1009	i	8
27) CN(C)C(=O)Nc1ccc(F)cc1F
→ i	-0.46	-0.27	-0.48	-0.24	-24%	-5%	-4.4	1242	-10%	2.9	1.7	3.4	-0.36	1200	i	-2
28) COc1ccc(S(=O)(=O)C(C#N)c2nc3ccccc3nc2N2CCCC(C)C2)cc1 (stereo not given)
→ i	-0.83	0.2	-0.46	0.041	-11%	1%	-1.6	1039	14%	1.5	2.5	23	-0.7	1234	i	-2
29) N#Cc1ccc(C23CC4(C2)[C@H](CN(Cc2ccc(C(F)(F)F)cc2)[C@@H]4c2ccccc2)C3c2ccccc2)cc1 (stereo not given in full)
→ i	-0.29	-0.79	-0.19	0.18	-1%	5%	0.4	1377	-2%	·	·	·	-0.92	909	·	·
30) O=C1C2CCCN2C(c2ccccc2)N1c1ccc(Cl)cc1 (stereo not given)
→ i	1.1	-0.25	1	0.14	-24%	3%	-0.8	485	-2%	2.9	1.7	9.7	·	·	i	11
31) OCCC1CN(Cc2nc(-c3ccccc3)cs2)CCN1CCc1ccccc1 (stereo not given)
→ i	-0.32	-0.21	-0.33	0.55	-19%	-16%	0.5	1115	1%	3.7	2.5	2.0	0.58	1357	i	26
32) O=C(CCS(=O)(=O)c1ccc(Br)cc1)Nc1ccc(Cl)cc1F
→ i	0.4	-0.11	0.44	-1.2	-24%	3%	-4.8	598	-2%	2.8	2.7	6.6	0.01	1438	i	11
33) O=C(OCC(=O)N1CCCc2ccccc21)c1cccc(S(=O)(=O)N2CCc3ccccc32)c1
→ i	-0.4	-0.26	-0.15	0.24	27%	12%	-3.1	1142	6%	5.1	1.8	13	-0.89	1405	i	-9
34) COc1cc(NC(=O)CSc2nc3c(C)ccc(C)c3cc2C)c(C(=O)O)cc1OC
→ i	-0.37	-0.32	-0.61	0.17	16%	35%	0.2	954	<1µM*	0.9	1.2	3.6	·	·	i	11
35) Clc1ccc(-c2csc3ncnc(N4CCc5ccccc5C4)c23)cc1
→ i	0.33	-0.19	0.24	0.39	2%	4%	-0.8	483	-3%	2.5	1.6	5.0	-0.07	1271	i	15
36) CCc1nc(SC)[nH]c(=O)c1C
→ i	0.041	-0.21	0.16	-0.44	-3%	-8%	-0.3	1370	-9%	4.2	2.3	6.5	0.3	1715	i	-12
37) CC(NC(=O)c1ccco1)C(=O)OCc1cccc(Cl)c1 (stereo not given)
→ i	-0.59	-0.21	-0.049	0.58	-1%	-61%	0.3	1156	9%	1.6	1.3	6.6	-0.22	860	i	2
38) COc1ccc(CNC(=O)CN(C2CCCCC2)S(C)(=O)=O)cc1
→ i	0.38	-0.24	0.27	-0.091	-21%	6%	1.2	931	36%	3.8	1.1	5.3	-0.07	1377	i	2
39) COc1ccc(C(=O)C2CCCN(C(=O)C3=CCCC3)C2)cc1OC (stereo not given)
→ i	-0.21	-0.26	-0.36	0.88	-28%	-8%	-2.0	1088	2%	1.9	1.2	6.0	0.59	1645	i	-3
